Source: PubChem BioAssay
PKA-R1A act: activators of PKA-R1A complex. P00514+P68181. PKA-R1A dissociation, Cy5-IP20 fluorescence polarization; scaled: DMSO 0%, 113 µM cGMP 100%. activation, % at 11.4 µM. 340,000 compounds, 0.083% hits. AID 504707;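 active means percent activation above the mean of all tested compounds plus 3 SD, cut at about 19% in these data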;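 further: higher means more PKAc released from R1A so a rise in polarization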
phage Ecoli inh: E. coli growth loss with phage present; inhibition, % at 11.9 µM; growth absorbance; 360,000 compounds, 0.26% hits; in the data active means inhibition above about 11%
Pemphigus Ab inh: human desmoglein-3 autoantibody binding inhibition; P32926; DSG3-coupled beads, scFv-anti-DSG3-GFP binding, flow cytometry; stronger effect = lower value; binding (percent of control), % at 10 µM; 310,000 compounds, 0.48% hits;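 active means binding more than 3 SD below its plate's average and above zero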;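 further: hits lower antibody fragment binding to DSG3; some compounds called inactive have numbers as strong as hits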
Target sequence (P32926 whole entry, looked up, the tested form may be a part): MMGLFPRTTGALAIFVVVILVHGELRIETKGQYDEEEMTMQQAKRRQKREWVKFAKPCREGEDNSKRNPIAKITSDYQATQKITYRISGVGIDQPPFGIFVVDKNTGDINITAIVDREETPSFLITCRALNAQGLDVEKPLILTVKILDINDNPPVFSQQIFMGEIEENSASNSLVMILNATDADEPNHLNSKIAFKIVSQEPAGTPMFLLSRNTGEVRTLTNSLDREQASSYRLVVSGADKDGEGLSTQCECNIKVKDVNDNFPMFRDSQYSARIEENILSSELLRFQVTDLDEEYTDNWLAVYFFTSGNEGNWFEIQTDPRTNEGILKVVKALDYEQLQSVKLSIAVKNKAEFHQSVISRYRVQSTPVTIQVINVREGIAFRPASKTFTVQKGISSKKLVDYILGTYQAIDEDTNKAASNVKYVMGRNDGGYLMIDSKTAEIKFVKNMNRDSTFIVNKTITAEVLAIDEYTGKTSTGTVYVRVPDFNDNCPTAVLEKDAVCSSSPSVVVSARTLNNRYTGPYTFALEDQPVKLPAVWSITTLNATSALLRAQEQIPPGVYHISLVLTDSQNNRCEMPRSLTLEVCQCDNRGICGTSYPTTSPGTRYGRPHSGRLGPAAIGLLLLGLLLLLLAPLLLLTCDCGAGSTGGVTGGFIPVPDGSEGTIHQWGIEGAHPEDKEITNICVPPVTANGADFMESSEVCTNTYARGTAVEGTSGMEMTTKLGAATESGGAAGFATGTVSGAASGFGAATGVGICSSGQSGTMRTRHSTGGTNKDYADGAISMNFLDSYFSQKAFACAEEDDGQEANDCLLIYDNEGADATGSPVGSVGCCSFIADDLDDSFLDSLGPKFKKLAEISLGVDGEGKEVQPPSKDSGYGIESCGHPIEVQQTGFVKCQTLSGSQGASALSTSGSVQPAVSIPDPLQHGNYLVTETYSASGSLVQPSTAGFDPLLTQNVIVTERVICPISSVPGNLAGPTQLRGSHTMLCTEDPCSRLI
* = called active by the depositor. Not all compounds are listed; rates above refer to the full screens.

canonical_smiles | PKA-R1A act | phage Ecoli inh | Pemphigus Ab inh
COC(=O)C1=C(C)NC(=O)NC1c1ccc(OC)c(OC)c1 (stereo unspecified) | 0 | 2.0 | 97
O=C1C(N2CCOCC2)=Cc2cccc3cccc1c23 | -1 | 1.9 | 98
CC(C)C1C(=O)N(Cc2cn(CC3CCCCC3)nn2)CCS(=O)(=O)N1Cc1ccc(-c2ccncc2)cc1 (stereo unspecified) | -5 | 3.7 | 98
COc1ccccc1C(=O)NC(=S)Nc1ccc(N2CCOCC2)cc1 | 1 | 3.3 | 101
O=C1CC(c2ccccc2)NC(=S)N1 (stereo unspecified) | 1 | 2.2 | 102
O=C(Nc1cccc2ccccc12)NC1CC1 | -1 | 1.8 | 108
CC1(C)N=C(N)N=C(N)N1c1cccc(CC(=O)Nc2ccccc2)c1 | -4 | -1.8 | 98
COC(=O)C[C@H]1C[C@@H]2c3cc(NS(=O)(=O)c4ccc(OC)cc4)ccc3O[C@@H]2[C@H](CO)O1 | 11 | 3.4 | 98
O=C1OCCC1=CN1CCCCC1 | 7 | 1.9 | 99
O=C1OCC/C1=C\NCCCCCCCCN/C=C1\CCOC1=O | 2 | -0.2 | 103
Cn1nnnc1SCCNC(=O)C1CCC(=O)N(Cc2cccc(C(F)(F)F)c2)C1 (stereo unspecified) | 0 | 0.9 | 99
O=C(O)COc1ccc(NC(=O)c2ccc3c(c2)C(=O)N(CC2CCCO2)C3=O)cc1 (stereo unspecified) | 0 | -0.1 | 98
COc1ccc(NC(=O)c2c(C)noc2C)cc1S(=O)(=O)N1CCCCC1 | -7 | 3.5 | 106
CC1(C)Oc2cc3oc(C(=O)O)cc(=O)c3cc2-c2ccccc21 | 7 | 1.6 | 110
COc1ccc(NCC(=O)Nc2c(C)cccc2C)cc1S(=O)(=O)N1CCOCC1 | 2 | 3.0 | 88
Cc1nc(C)c(C(=O)OCC(=O)Nc2ccc(C)c(C)c2)s1 | 1 | 2.2 | 99
CN1C(=O)N(CC(=O)Nc2ccc3c(c2)OCO3)C(=O)C12CCCCC2 | 11 | -3.1 | 101
CCC(=O)Nc1ccc(S(=O)(=O)NC[C@H]2O[C@@H](n3cc(C)c(=O)[nH]c3=O)C[C@@H]2O)cc1 | -9 | 3.4 | 106
Cc1ccccc1C(=O)Nc1ccc(S(=O)(=O)NCC2CCCO2)cc1 (stereo unspecified) | 3 | 1.9 | 96
O=C(CSc1ccc(Cl)cc1)Nc1ccccc1 | 1 | 1.9 | 103
Cc1cccc(CN(Nc2ccccc2)c2ccccc2)n1 | -8 | 3.2 | 101
Cn1nc(C(=O)OCC(=O)NCc2ccc(Cl)cc2Cl)c2ccccc2c1=O | -1 | 3.2 | 109
CC1(C)Cc2c(cnn2-c2ccc(F)cc2)C(NC(=O)C2=CC(=O)CC(C)(C)O2)C1 (stereo unspecified) | 2 | -0.3 | 102
Cc1cc(C)c2cc(C#N)c(N3CCNCC3)nc2c1 | 0 | 1.5 | 105
CN(C)CCC1(c2ccccc2)CCN(C)C1=O (stereo unspecified) | -2 | 1.2 | 105
C[C@@H]1CN([C@H](C)CO)C(=O)CCCn2nncc2CO[C@H]1CN(C)C(=O)c1ccc2ccn(C)c2c1 | 3 | 1.2 | 105
CC(=O)c1ccc(NC(=O)CN2CCC(NC(=O)c3ccccc3C)CC2)cc1 | -7 | 0.3 | 101
O=C(CCNC(=O)C1CCN(S(=O)(=O)c2ccccc2)CC1)NCc1cccnc1 | -8 | 2.3 | 106
Nc1nc(COC(=O)c2ccco2)nc(Nc2ccccc2)n1 | 3 | 3.1 | 100
COc1ccc(CN(C)C(=O)c2ccc(OCC(=O)Nc3cccc(C(F)(F)F)c3)c(OC)c2)cc1 | 0 | 1.4 | 101

Single values from the results shown.
O=C(CSc1ccc(Cl)cc1)Nc1ccccc1 in phage Ecoli inh → 1.9
Nc1nc(COC(=O)c2ccco2)nc(Nc2ccccc2)n1 in Pemphigus Ab inh → 100

The listing continues.
canonical_smiles | PKA-R1A act | phage Ecoli inh | Pemphigus Ab inh
Cn1c(CCN2CCCC2)nc2cc(NS(=O)(=O)c3ccc(F)cc3)ccc21 | 2 | 5.7 | 105
CCN(CC)c1nc(C=Cc2ccc(N(C)C)cc2)c2nccnc2n1 | 4 | 0.7 | 236
O=S(=O)(CCN1CCN(c2ccccc2O)CC1)c1ccc(Cl)cc1 | 15 | 2.4 | 110
C[C@H](CO)N1C[C@H](C)[C@@H](CN(C)S(=O)(=O)c2ccc(Oc3ccccc3)nc2)OCc2cn(nn2)CCCC1=O | 0 | 2.7 | 96
CCCCN(C(=O)COC(=O)c1sccc1C)c1c(N)n(CCC)c(=O)[nH]c1=O | -6 | 1.2 | 104
COCc1ccc(CN2CCC(n3nccc3NC(=O)c3ccc4c(c3)OCO4)CC2)o1 | 4 | -0.2 | 102
O=C(COC(=O)c1ccc(F)cc1F)Nc1ccc2c(c1)OCO2 | -9 | 3.3 | 100
CCc1ccc(/C=C2\SC(=S)N(CCCC(=O)N3CCCC3)C2=O)cc1 | 1 | 1.9 | 106
Clc1ccc2c(c1)-c1ccccc1C1=NCCN12 | 2 | 0.2 | 105
Cc1ccc2nc(N)nnc2c1 | -2 | 1.0 | 103
Cc1ccc(-c2nc3ccc(Br)cn3c2CC(C)(C)C)cc1 | -2 | 2.6 | 86
C[C@H]1CN([C@@H](C)CO)C(=O)c2cc(-c3cccc(F)c3)cnc2O[C@@H]1CN(C)S(C)(=O)=O | 9 | 1.4 | 100
COC(=O)c1ccccc1NN=Nc1ccccc1[N+](=O)[O-] | 2 | 2.9 | 102
C#CCN(Cc1ccco1)C(=O)c1cc(COc2cccc3cccnc23)on1 | 6 | 0.6 | 95
C[C@@H]1CN([C@H](C)CO)C(=O)c2cc(C3=CCCCC3)cnc2O[C@@H]1CN(C)Cc1ccccc1C(=O)O | -3 | -0.1 | 107
COc1ccc(CNCCCn2cnc3c(SC)ncnc32)cc1 | -5 | 3.3 | 113
COc1ccccc1C(=O)NNC(=O)CN(C)S(=O)(=O)c1ccc(Cl)cc1 | 1 | 3.2 | 101
O=C(COC(=O)c1ccc2c(c1)OCCO2)NCc1ccc(Cl)cc1 | 5 | 2.6 | 119
Cc1ccccc1CC(=O)N1CCC(CCC(=O)NC2CC2)CC1 | -5 | 0.8 | 103
c1ccc(NN=C(c2ccccc2)c2cccs2)cc1 | 17 | 3.0 | 106
Cc1cccc(NC(=O)CSCC(=O)Nc2cc(C(F)(F)F)ccc2N2CCOCC2)c1 | 7 | 2.0 | 102
CC1(c2cccc(Br)c2)NC(=O)N(CC(=O)Nc2ccc(N3CCCCC3)cc2)C1=O (stereo unspecified) | -8 | 1.8 | 103
Cc1cc(C(=O)COC(=O)c2ccc(NC(=O)CC#N)cc2)c(C)n1CC(F)(F)F | -7 | -0.4 | 99
COC1=C(Br)C(=O)c2nc(C)ccc2C1=O | -4 | -0.6 | 98
O=C(CSc1nnc(COc2ccc(Cl)cc2)o1)N(c1ccccc1)C1CCS(=O)(=O)C1 (stereo unspecified) | -8 | 1.7 | 95
O=C1NN=C2CCCCCCCCCCC12 (stereo unspecified) | -5 | -0.8 | 106
COc1ncnc2c1ncn2CCCNCC(c1ccccc1)c1ccccc1 | 3 | 2.0 | 104
COc1ccc(C(=O)N(C)C(C)c2nccs2)cc1OC1CCN(C(C)=O)CC1 (stereo unspecified) | 2 | 4.0 | 96
CC(=O)C1=C(O)C(=CC=Cc2ccccc2)OC1=O | -3 | -0.4 | 105
COc1ccc2c(c1)CCC1(C)CC(=O)C=C21 (stereo unspecified) | -7 | -0.6 | 104
COc1ccccc1Nc1cc(C)nc2c(C)cccc12 | 2 | 0.1 | 107
COc1cccc(CN(C)C(=O)c2ccc(S(=O)(=O)Nc3ccccc3C)cc2)c1OC | 1 | 2.3 | 104
COCCNC(=O)c1ccc(N2CC3CC(C2)c2cccc(=O)n2C3)c(NC(=O)c2ccccc2Br)c1 (stereo unspecified) | -4 | 3.4 | 100
CC1(C)CN(C2CCCCC2)C(=O)[C@H]1CC(=O)Nc1ccccc1 | 1 | 0.7 | 100
COC(=O)c1ccccc1NC(=O)CSc1nc2ccsc2c(=O)n1CCCCC(=O)O | 0 | -0.3 | 92
CC(C)C1C(=O)N(Cc2cn(CCC3OCCO3)nn2)CCS(=O)(=O)N1Cc1ccc(-c2cccc(N(C)C)c2)cc1 (stereo unspecified) | -4 | 3.8 | 103
Cc1nn(-c2ccccc2)c(C)c1C(=O)OCC(=O)Nc1ccccc1Cl | -6 | 1.8 | 98
Cc1ccc(S(=O)(=O)N2C[C@H]3C(=O)C[C@@H](c4ccc(Cl)cc4)N(S(=O)(=O)c4ccccc4C)[C@H]3C[C@H]2c2cccc(Cl)c2)cc1 | -14 | 0.7 | 98
CCc1ccc(-c2ccc(SCC(=O)NC3CCCC3)nn2)cc1 | 1 | 4.3 | 99
O=C(CSc1nnc2ccc(-c3ccccn3)nn12)Nc1ccc(F)cc1 | -6 | 1.6 | 98
CC1C(=O)N(Cc2cn(CCC3OCCCO3)nn2)CCS(=O)(=O)N1Cc1ccc(-c2cccc(CO)c2)cc1 (stereo unspecified) | -4 | 1.5 | 97
CC(=O)c1c(O)c(C)c(O)c2c1OC1=Cc3c(c(C)nn3-c3ccccc3)C(=O)C12C (stereo unspecified) | 0 | 3.0 | 100
N#CC(=Cc1ccnc2ccccc12)c1ccccc1 | -5 | 3.8 | 107
Cc1c(Cl)cccc1NC(=O)CSc1nc(=O)n(CCCN2CCOCC2)c2c1CCCC2 | 14 | 5.4 | 93
CC1CCC(NC(=O)c2cccc(S(=O)(=O)N3CCOCC3)c2)CC1 (stereo unspecified) | 3 | 1.6 | 105
CC(=NNC(=S)N1CCCC1)c1ccccn1 | -5 | 4.2 | 105
C[C@@H]1CN([C@H](C)CO)C(=O)CCCn2nncc2CO[C@H]1CN(C)S(=O)(=O)c1ccc(Oc2ccccc2)nc1 | 12 | 1.5 | 104
Nc1ccccc1SC(CC(=O)c1ccccc1)c1ccc([N+](=O)[O-])cc1 (stereo unspecified) | 13 | -0.8 | 105
Cc1cc(=O)[nH]c(NNC(=O)c2ccc(Cl)cc2)n1 | -8 | -0.8 | 100
O=C1C=C(CCc2ccccc2)CCC1 | 4 | 3.7 | 101
O=C(c1ccc2ccccc2c1O)N1CCCCC1 | 6 | 5.1 | 97
CCOC(=O)c1ccc(NC(=O)Nc2nc3ccccc3s2)cc1 | -9 | 4.0 | 104
O=C(Nc1ccccc1Cl)Nc1ccnn1C1CCN(C(=O)C2CCOC2)CC1 (stereo unspecified) | 2 | -1.5 | 97
C#CCOCC1CN(C)C(=O)O1 (stereo unspecified) | -14 | 3.0 | 112
Cc1cccc(CSCC(=O)N2CCN(S(=O)(=O)c3ccccc3C#N)CC2)c1 | -13 | 2.1 | 112
COC(=O)[C@H]1C[C@H](OC(=O)NCc2ccco2)[C@@]2(O)CN(S(=O)(=O)c3ccc(C)cc3)CC2[C@H]1C(=O)OC (stereo partly specified) | -7 | 1.7 | 101
CNC(=O)C[C@H]1C(=O)N(Cc2ccccc2)C[C@@H]1Cc1ccccc1 | -3 | 1.8 | 105
Cn1cccc1C(=O)OCC(=O)N1CCc2ccccc2C1 | -12 | 0.7 | 105
CC(=O)Nc1ccc(C=CC(=O)c2ccc([N+](=O)[O-])cc2)cc1 | 4 | 2.6 | 104
O=C(CSc1nnc(C2CC2)n1C1CC1)N1CCN(c2ccc(O)cc2)CC1 | 5 | 0.3 | 98
O=C1NN(c2ccccc2)C(=O)C1=Cc1ccccc1O | 14 | 1.6 | 103
O=c1[nH]c2cc([N+](=O)[O-])ccc2c2cc(Br)ccc12 | -8 | 1.0 | 110
CCN1C(=O)[C@H]2[C@@H](c3ccccc3)N[C@]3(CCCN(Cc4ccccc4)C3=O)[C@H]2C1=O | 4 | 3.5 | 111

Entries shown so far containing an aryl thioether with sulfur outside any ring, in the order listed:
canonical_smiles | PKA-R1A act | phage Ecoli inh | Pemphigus Ab inh
Cn1nnnc1SCCNC(=O)C1CCC(=O)N(Cc2cccc(C(F)(F)F)c2)C1 (stereo unspecified) | 0 | 0.9 | 99
O=C(CSc1ccc(Cl)cc1)Nc1ccccc1 | 1 | 1.9 | 103
COc1ccc(CNCCCn2cnc3c(SC)ncnc32)cc1 | -5 | 3.3 | 113
O=C(CSc1nnc(COc2ccc(Cl)cc2)o1)N(c1ccccc1)C1CCS(=O)(=O)C1 (stereo unspecified) | -8 | 1.7 | 95
COC(=O)c1ccccc1NC(=O)CSc1nc2ccsc2c(=O)n1CCCCC(=O)O | 0 | -0.3 | 92
CCc1ccc(-c2ccc(SCC(=O)NC3CCCC3)nn2)cc1 | 1 | 4.3 | 99
O=C(CSc1nnc2ccc(-c3ccccn3)nn12)Nc1ccc(F)cc1 | -6 | 1.6 | 98
Cc1c(Cl)cccc1NC(=O)CSc1nc(=O)n(CCCN2CCOCC2)c2c1CCCC2 | 14 | 5.4 | 93
Nc1ccccc1SC(CC(=O)c1ccccc1)c1ccc([N+](=O)[O-])cc1 (stereo unspecified) | 13 | -0.8 | 105
O=C(CSc1nnc(C2CC2)n1C1CC1)N1CCN(c2ccc(O)cc2)CC1 | 5 | 0.3 | 98
